Screening data: PubChem BioAssay, National Center for Advancing Translational Sciences (NCATS)
TbPYK inhibitor: T. brucei pyruvate kinase inhibition | Potency, µM (titrated, usually from 76.8 µM), for the others: at the top dose activity, negative = inhibition, hits mostly inhibitors | AID 624173 | 0.12% of 410,000 active | Q57TT1 | TbPYK enzyme, Kinase-Glo Plus ATP luminescence, 45 min; further: nearly all actives have a fitted effect of over 50% in size
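TbPYK + substrate in 50 mM TEA pH 7.2, 100 mM KCl, 10 mM MgCl2, 0.05% BSA, 0.01% Tween-20; cpd pinned; ADP 130 uM final; 45 min RT; Kinase-Glo Plus 10 min; luminescence endpoint.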
HCV inhibitor: inhibitors of hepatitis C virus infection; AID 651820; Potency, µM (series often up to 41.8 µM), for inactives: at the top dose activity change, negative = inhibition, most hits filed as inhibitors; Huh7.5.1 HCVcc-Cre infection, luciferase reporter, 44 h; 3.4% of 340,000 active
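Luciferase read-out (15 sec integration) after a 15 min room-temperature substrate step quantifies HCVcc-Cre infection. Cells, 1,000 per well, had compound added 4 h post-plating, then virus at ~0.5 moi, and were cultured 44 h.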
The depositor's hits bear a star; ? = inconclusive; [ ] = remark or other dose. The call rests on the fitted dose curve; in most records, active means well fitted curve in the direction sought with a large enough effect; inconclusive means small, poorly fitted or top-dose-only effect, or another doubt; inactive means no such curve, though single readings can be large; an effect the other way counts as inactive or inconclusive. On the % scale 0 is the no-effect control and ±100 the full control effect; potency means the concentration at half of the fitted maximal effect.

Start of the data: the first 3 compounds, ahead of the listing:
SMILES	TbPYK inhibitor	HCV inhibitor
O=C(COC(=O)COc1ccccc1)Nc1ccc2c(c1)OCCO2	21%	-2%
CC1CCN(C(=O)COC(=O)c2ccc3ccccc3n2)CC1	1%	0%
O=C(NCc1nc2ccccc2[nH]1)C1=C[C@@H](c2ccc(C(F)(F)F)cc2)C[C@@H](OCCCCO)O1	3%	-12%

This part in full (from the top)
SMILES	TbPYK inhibitor	HCV inhibitor
O=C(COC(=O)COc1ccccc1)Nc1ccc2c(c1)OCCO2	21%	-2%
CC1CCN(C(=O)COC(=O)c2ccc3ccccc3n2)CC1	1%	0%
O=C(NCc1nc2ccccc2[nH]1)C1=C[C@@H](c2ccc(C(F)(F)F)cc2)C[C@@H](OCCCCO)O1	3%	-12%
COC(=O)C1=C(c2ccccc2)C[C@@H]2CC[C@H]1N2C(=O)NCCO	0%	15%
Cc1ccc(S(=O)(=O)CCC(=O)N2CCN(c3ccccc3O)CC2)cc1	-7%	-14%
O=c1[nH]c2ccc([N+](=O)[O-])cc2[nH]1	-3%	12%
COc1ccccc1CN(C)CC(=O)Nc1cccc(S(=O)(=O)N2CCCC2)c1	-9%	?
CCCN(Cc1cc2cccc(C)c2[nH]c1=O)C(=O)c1cccc(OC)c1	-12%	?
O=C(NCCCN1CCCC1=O)c1cc(-c2ccc(F)cc2)nc2ccccc12	7%	?
O=C(NCCN1CCOCC1)c1ccccc1OCc1ccccc1	-2%	10%
N#Cc1c(/N=C/c2cc(Br)cs2)sc2c1CCC2	-1%	-6%
O=C(O)c1ccc(SCc2ccccc2)nc1	-11%	18%
C=CCC[C@H](Cc1ccc(F)cc1)C(=O)OC[C@@H](C)NC(=O)[C@H](CC=C)CC(=O)NCCO	2%	?
Cc1cccc(CN(C)C)c1CC(O)(c1ccccc1)c1ccccc1	-7%	-10%
CCOC(=O)C1(C)Oc2ccccc2C(C(=O)OC)=C1C(=O)OC (stereo unspecified)	?	0%
COc1cc(C2(C#N)CCN(C)CC2)cc(OC)c1OC	-5%	0%
C#CCN1[C@@H]2CCN(C2)c2cc(Br)ccc2S1(=O)=O	-1%	?
O=C(O)/C(=C\c1ccccc1)c1ccc2ccccc2c1	-3%	3%
O=C(NN=Cc1c(O)ccc2ccccc12)c1ccncc1	-1%	?
CC(C)Cn1c(-c2cccc(S(=O)(=O)N3CCOCC3)c2)n[nH]c1=S	?	17%
O=S(=O)(/N=S1\CC=CCN1S(=O)(=O)c1ccccc1)c1ccccc1 (stereo unspecified)	?	-1%
O=[N+]([O-])c1ccc(COc2cccc(CN3CCCCC3)c2)cc1	2%	?
O=C(OCC(=O)c1ccc[nH]1)c1ccc(C(F)(F)F)cc1	-5%	8%
Cc1cc(C(=O)Cn2cnc3cc(F)ccc3c2=O)c(C)n1C1CC1	-8%	0%
Cc1ccc(C)c(C(=O)CCC(=O)Nc2ccc(N3CCN(C)CC3)cc2C)c1	2%	?
CCOc1ccc(NC(=S)NC(=O)c2cncc(Br)c2)cc1	3%	5%
CC(C)Sc1nnc2n(CCc3ccccc3)c(=O)c3c4c(sc3n12)COC(C)(C)C4	-2%	?
COC(=O)[C@]1(Cc2ccccc2)N[C@H](CN(C)C(=O)c2ccc(C(C)(C)C)cc2)[C@@H]2C(=O)N(Cc3ccccc3)C(=O)[C@@H]21	-4%	-15%
Cc1noc(C)c1CSCC(=O)Nc1cccc(C(F)(F)F)c1	4%	5%
CC(C)NC1(C(N)=O)CCNCC1	-1%	3%

Sorted by SMILES length (rising): some entries from above
SMILES	TbPYK inhibitor	HCV inhibitor
CC(C)NC1(C(N)=O)CCNCC1	-1%	3%
O=C(O)c1ccc(SCc2ccccc2)nc1	-11%	18%
N#Cc1c(/N=C/c2cc(Br)cs2)sc2c1CCC2	-1%	-6%
O=C(NCCN1CCOCC1)c1ccccc1OCc1ccccc1	-2%	10%
O=C(O)/C(=C\c1ccccc1)c1ccc2ccccc2c1	-3%	3%
CCOc1ccc(NC(=S)NC(=O)c2cncc(Br)c2)cc1	3%	5%
Cc1noc(C)c1CSCC(=O)Nc1cccc(C(F)(F)F)c1	4%	5%
O=C(COC(=O)COc1ccccc1)Nc1ccc2c(c1)OCCO2	21%	-2%
Cc1cccc(CN(C)C)c1CC(O)(c1ccccc1)c1ccccc1	-7%	-10%
CCOC(=O)C1(C)Oc2ccccc2C(C(=O)OC)=C1C(=O)OC (stereo unspecified)	?	0%
Cc1cc(C(=O)Cn2cnc3cc(F)ccc3c2=O)c(C)n1C1CC1	-8%	0%
Cc1ccc(S(=O)(=O)CCC(=O)N2CCN(c3ccccc3O)CC2)cc1	-7%	-14%
O=S(=O)(/N=S1\CC=CCN1S(=O)(=O)c1ccccc1)c1ccccc1 (stereo unspecified)	?	-1%
COC(=O)C1=C(c2ccccc2)C[C@@H]2CC[C@H]1N2C(=O)NCCO	0%	15%
Cc1ccc(C)c(C(=O)CCC(=O)Nc2ccc(N3CCN(C)CC3)cc2C)c1	2%	?
CC(C)Sc1nnc2n(CCc3ccccc3)c(=O)c3c4c(sc3n12)COC(C)(C)C4	-2%	?
C=CCC[C@H](Cc1ccc(F)cc1)C(=O)OC[C@@H](C)NC(=O)[C@H](CC=C)CC(=O)NCCO	2%	?
O=C(NCc1nc2ccccc2[nH]1)C1=C[C@@H](c2ccc(C(F)(F)F)cc2)C[C@@H](OCCCCO)O1	3%	-12%
COC(=O)[C@]1(Cc2ccccc2)N[C@H](CN(C)C(=O)c2ccc(C(C)(C)C)cc2)[C@@H]2C(=O)N(Cc3ccccc3)C(=O)[C@@H]21	-4%	-15%

New compounds follow:
SMILES	TbPYK inhibitor	HCV inhibitor
COc1ccc(-c2ccc3c(c2)S(=O)(=O)c2cccc(C(=O)NCc4cc(C)oc4C(F)(F)F)c2C3=O)cc1OC	-12%	-11%
CCOC(=O)C1CCN(C(=O)COC(=O)CSc2ccccc2C)CC1	3%	12%
COc1ccc(NC(=O)N(Cc2ccc(C)cc2)Cc2ccccn2)c(OC)c1	1%	4%
Cc1ccc(S(=O)(=O)N2[C@@H](c3ccc(C(C)(C)C)cc3)C(C(=O)O)=CC[C@H]2c2cccs2)cc1	3%	8%
CCCn1c(=N)n(CC(=O)c2ccc(OCC(=O)OC)cc2)c2ccccc21	1%	?
Cn1ccc2cc(OCc3ccccc3)ccc21	0%	?
O=C(CCC(=O)c1cccs1)NCc1ccccc1Cl	7%	5%
O=[N+]([O-])c1ccc(Cl)c(S(=O)(=O)Nc2ccc3cn[nH]c3c2)c1	3%	0%
Cc1nnc(SCc2ccccc2)nc1-c1ccccc1	-2%	-27%
Cn1nc(C(=O)Nc2ccc(-n3cnnn3)cc2)c2ccccc2c1=O	-3%	-2%
O=C(N[C@@H]1C/C=C\C[C@H](CC(=O)N(CCO)Cc2ccccc2)C(=O)N[C@@H](Cc2c[nH]c3ccccc23)COC1=O)OCC1c2ccccc2-c2ccccc21	-4%	-27%
CC(=O)OCC1OC(OC2C[C@]3(C)C(CC(O)C4C([C@](C)(CCC=C(C)C)OC5OC(CO)C(O)C(O)C5O)CC[C@]43C)[C@@]3(C)CCC(O)C(C)(C)C23)C(O[C@@H]2OC(C)C(O)C(O)C2O)C(O)C1O (stereo partly specified)	4%	29%
O=C(CCCCC(=O)NN=Cc1ccc(Cl)cc1)NN=Cc1ccc(Cl)cc1	-1%	?
O=C(C[C@@H]1C/C=C\C[C@@H](Cc2ccc(F)cc2)C(=O)OC[C@@H]2CCCN2C1=O)NCCO	1%	5%
COc1ccccc1CN(C)C(=O)CSCC(=O)Nc1ccccc1F	5%	10%
Cc1ccc(CNC(=O)c2ccc3c(c2)S(=O)(=O)c2ccccc2C3=O)cc1	-3%	-25%
CCC/C=C1/CCCOC(C(=O)NCCN2CCOCC2)(C(F)(F)F)C1 (stereo unspecified)	1%	-2%[8.37 µM]
S=C(NCCCN1CCN(CCCNC(=S)NC2CCCCC2)CC1)NC1CCCCC1	-2%	?
CCC[C@@H](CN1CCC[C@H]1CN1C(N)=NC[C@@H]1Cc1ccccc1)N1C[C@@H]([C@H](C)CC)N(CCc2ccc(Cl)c(Cl)c2)C1=N	-1%	28%
O=C1c2ccccc2[C@@H]2C[C@@H](O)[C@H](Nc3cccc(Cl)n3)CCN12	-4%	-17%
COc1cc2sc3cc(NCCCN4CCOCC4)ccc3c(=O)c2cc1OC	-6%	?
COc1ccc(NS(=O)(=O)c2cc(NC(=O)c3cc(F)c(F)cc3Cl)ccc2N2CCOCC2)cc1	0%	?
CN1C[C@@H]2[C@@H]3C(=O)N(C)C(=O)[C@@H]3[C@](C)(C1=O)N2C(=O)c1ccccc1	-2%	8%
N#CC(OC(=O)c1ccccc1)c1cccc([N+](=O)[O-])c1 (stereo unspecified)	-5%	-9%
O=C(NN=Cc1ccc(O)cc1)c1ccccc1NS(=O)(=O)c1cccs1	2%	10%
O=C(C=Cc1ccccn1)c1ccccc1O	-12%	8%
CCCCC(CC)CO (stereo unspecified)	-2%	-3%
Cc1noc(C)c1NC(=O)N(C)C[C@@H]1Oc2ccc(NC(=O)CCC(F)(F)F)cc2CC(=O)N([C@@H](C)CO)C[C@@H]1C	3%	-1%
CC1c2ccccc2-c2ccccc2N1C (stereo unspecified)	2%	13µM*
COc1ccc(-c2nnc(SCC(=O)Nc3c(Cl)cc(Cl)cc3C(=O)O)o2)cc1	-1%	8%
O=C1NC(=S)SC1=Cc1ccc(F)cc1	9%	11%
O=C(CCc1ccccc1)N[C@@H]1c2ccccc2CC[C@@H]1OCc1ccccc1	-1%	19%
CC1(C)Oc2ccc3ccc(=O)oc3c2C[C@H]1O[C@@H]1O[C@H](CO)[C@@H](O)[C@H](O)[C@H]1O	0%	23%
CCC(CCNC(=O)c1ccccc1)(CCNC(=O)c1ccccc1)[N+](=O)[O-]	-2%	9%
CC(=O)Nc1ccc(C(=O)OCC(=O)N2CC3(C)CC2CC(C)(C)C3)cc1 (stereo unspecified)	20%	-8%
COc1ccc(NC(=O)c2cc(-c3ccco3)nc3ccccc23)cc1	0%	?
CCCN(CC1CC1)C(=O)COC(=O)c1ccc(C)cc1O	3%	-15%
Cc1ccc(-c2noc(CCC(=O)N3CCN(c4cc(C)ccc4C)CC3)n2)cc1	-1%	8%
CCOC(=O)C1=C(COC(=O)[C@@H](NC(=O)c2cccc(C)c2)C(C)C)NC(=O)NC1C (stereo partly specified)	3%	9%
CCn1cc(C(=O)OCC(=O)Nc2ccccc2OC(F)F)c(=O)c2ccc(C)nc21	4%	2%
CC(C)Cn1cnc2c(SCc3ccccc3F)nc(N)nc21	6%	?
COc1ccc(Cl)cc1NC(=O)CN(C)C(=O)Cn1cnnn1	-5%	27%
CCOc1cc(N2CCOCC2)c(OCC)cc1NC(=O)COC(=O)c1c(CC)noc1C	6%	?
CC(=O)C1CCC2C3CC(O)C4CC(O)CCC4(C)C3CCC12C (stereo unspecified)	-1%	-9%
N/C(=N\NS(=O)(=O)c1ccc(Cl)cc1)c1ccccn1	-2%	-1%
COc1ccc(CCNC(=O)N2c3ccccc3Sc3ccccc32)cc1	1%	10µM*
CCCCN1CC(COCc2ccccc2)OCCS1(=O)=O (stereo unspecified)	7%	-20%
CC1(C)C(=O)CCC2(C)C1=CCC1C2C(=O)CC2(C)C1CCC2(O)C(=O)CO (stereo unspecified)	-1%	10%
Cc1noc(C)c1NC(=O)Nc1cccc2c1O[C@H](CN(C)C(=O)Nc1ccccc1)[C@@H](C)CN([C@H](C)CO)C2=O	3%	25%
C[C@]12c3[nH]c4ccccc4c3CCN1C(=O)C(CC(=O)NCc1ccco1)C[C@@H]2C(=O)N1CCCCC1 (stereo partly specified)	3%	8%
CCN(C[C@H]1N[C@@](CC)(C(=O)OC)[C@H]2C(=O)N(C)C(=O)[C@@H]12)C(=O)Nc1ccc(OC)cc1	-5%	-55%

These rows are one share of the data, so the mix of outcomes need not match the whole.
